# Screening results deposited in PubChem by several laboratories.
# GPR55 activation: GPR55 agonists via beta-arrestin recruitment, primary screen, imaging, U2OS cells, beta-arrestin-GFP redistribution (AID 1961); 290,000 compounds, 0.048% hits; U2OS GPR55 beta-arrestin-GFP redistribution imaging; higher % means a stronger effect; one-dose activation, % at 10 µM; EC50 in µM for titrated hits;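 active means activation above 40% with more than 50 cells counted in the well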;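 further: U2OS osteosarcoma cells stably expressing GPR55 and beta-arrestin-GFP; plate controls were DMSO negative control for no effect and LPI positive control for full effect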
# KOR beta-arrestin-1: KOR agonists, beta-arrestin recruitment, primary screen, cell-based, luminescence, uHTS (AID 1777) | KOR beta-arrestin recruitment, luminescence; higher % means a stronger effect | activation, % at 10 µM, or EC50 in µM where a hit was titrated | 280,000 compounds, 0.02% hits; in the data active means activation above about 50%, passing the limit was not always enough; further: a part of the inactive calls stands beside numbers as strong as those of hits
# GPR35 arrestin U2OS: inhibition of zaprinast-stimulated GPR35 beta-arrestin translocation – imaging, U2OS, beta-arrestin-GFP, zaprinast agonist, primary screen (AID 2058); U2OS GPR35 beta-arrestin-GFP translocation imaging, zaprinast antagonism; higher % means a stronger effect; inhibition, % at 10 µM; hits with a dose series show IC50 in µM; 290,000 compounds, 0.052% hits;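 active means inhibition of at least 50% with at least 30 cells and total cytoplasm GFP at most 10,000,000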
# HIV peptide binding: cell-free HIV fusion peptide-binding blockers – biochemical, uHTS, fluorescence dequenching, primary screen (AID 1986). cell-free peptide binding, fluorescence dequenching, 30 min; higher % means a stronger effect. inhibition, % at 20 µM; hits with a dose series show IC50 in µM. 290,000 compounds, 0.3% hits; in the data active means inhibition mostly above about 52%, no sharp cut-off; inactive means mostly below about 76%; further: some results filed as inactive read as strong as hits
# Dengue-2 NS5 capping: flavivirus cap methylation enzyme inhibition – biochemical, confirmation dose response, primary screen (AID 588689); Dengue-2 NS5 methyltransferase capping enzyme assay, biochemical; higher % means a stronger effect; one-dose inhibition, % at 25 µM; IC50 in µM for titrated hits; 340,000 compounds, 0.3% hits; in the data active means a potency from the dose series
# GPR55 antagonists: inhibition of LPI-stimulated GPR55 beta-arrestin translocation – imaging, U2OS, beta-arrestin-GFP, LPI agonist, primary screen (AID 2013). U2OS GPR55 beta-arrestin-GFP translocation imaging, LPI antagonism; higher % means a stronger effect. inhibition, % at 10 µM; hits with a dose series show IC50 in µM. 290,000 compounds, 0.13% hits;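 active means spots per cell inhibited over 60%, with over 100 cells counted and total cytoplasm intensity under 500,000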;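 further: U2OS cells stably carrying GPR55 and arrestin-GFP stimulated by 5 µM LPI near EC80; imaged beta-arrestin-GFP aggregate spots per cell after agonist stimulation; plate controls were LPI-stimulated DMSO wells for no effect and DMSO wells without LPI for full effect; some results filed as inactive read as strong as hits; confirmed hits need IC50 under 10 µM and bright autofluorescent wells are also inconclusive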
# NOD1 NF-kB reporter: NOD1 signaling inhibitors, primary screen, cell-based, luminescence, uHTS (AID 1578). NOD1-driven NF-kB luciferase reporter cells, luminescence; higher % means a stronger effect. inhibition, % at 4 µM; hits with a dose series show EC50 in µM. 290,000 compounds, 1% hits; in the data active means inhibition mostly above about 36%, no sharp cut-off; inactive means mostly below about 34%;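 further: HEK-293T reporter cells stimulated with the NOD1 agonist gamma-tri-DAP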
# KOR beta-arrestin-2: kappa opioid receptor blockers – cell-based, luminescence, uHTS (AID 1778). KOR beta-arrestin recruitment, luminescence, antagonist mode; higher % means a stronger effect. one-dose inhibition, % at 10 µM; IC50 in µM for titrated hits. 290,000 compounds, 0.091% hits; in the data active means inhibition above about 50%; further: strong numbers were not always called active
# West Nile virus CPE: inhibition of WNV-induced cytopathic effect – cell-based, CPE readout (AID 1621) | West Nile virus-infected cells, CPE inhibition; higher % means a stronger effect | 290,000 compounds, 0.02% hits | CPE inhibition, % at 10 µM; hits with a dose series show IC50 in µM; in the data active means a potency from the dose series; further: strong numbers were not always called active
# Dengue-2 NS5 capping pilot replicate: further read-out of Dengue-2 NS5 capping, marked with its call; inhibition, %; measured here: pilot screen replicate inhibition
# An asterisk follows results filed as active; . = not tested or not shown; [ ] = remark or other dose.
SMILES,GPR55 activation,KOR beta-arrestin-1,GPR35 arrestin U2OS,HIV peptide binding,Dengue-2 NS5 capping,GPR55 antagonists,NOD1 NF-kB reporter,KOR beta-arrestin-2,West Nile virus CPE,others
COCCCn1c2nc3ccccc3nc2c2c(=O)n(Cc3ccc(Cl)cc3)c(C)nc21,-0.2%,16%,-4%,0.1%,.,-18%,-5%,2%,.,
CCOC(=O)C1CCCN(C(=O)CN2C(=O)C(CC)Oc3ccc(C)cc32)C1 (stereo unspecified),-0.2%,-3.4%,3%,-0.2%,1%,6%,-22%,1%,-0.3%,
OC(CCN1CCOCC1)c1ccccc1 (stereo unspecified),-0.1%,-4.0%,-2%,-0.7%,.,9%,-30%,18%[20 µM],-1.2%,
Cc1cccc(N2C(=O)CCC2=O)c1,0.2%,0.5%,-6%,1.9%,2%,12%,-10%,-6%,0.8%,
CCOC(=O)C1=C(CS(=O)(=O)c2ccccc2)NC(=O)NC1c1ccccc1OC (stereo unspecified),-0.2%,-2.9%,20%,2.6%,0%,12%,3%,-10%,-0.6%,
CC(C)N1CCN(Cc2coc3ccccc3c2=O)CC1CCO (stereo unspecified),-0.1%,.,-8%,-1.9%,2%,19%,12%,10%[20 µM],-0.6%,
O=C(N/N=C/c1ccco1)C(O)C(O)C(=O)N/N=C/c1ccco1 (stereo unspecified),0.6%,-3.2%,3%,-0.5%,-4%,-31%,-14%,-11%,0.0%,
CCOC(=O)c1ccccc1NC(=O)CC1Nc2ccccc2NC1=O (stereo unspecified),0.2%,9.0%,-11%,-1.4%,.,3%,-10%,10%,.,
CCOC(=O)c1cc(OC(=O)c2ccccc2OC)n(-c2ccccc2)n1,-0.1%,-8.8%,-4%,13%,-6%,12%,7%,.,0.0%,
COC(=O)c1sc(NC(=O)c2ccc([N+](=O)[O-])o2)c(C#N)c1C,-0.1%,-1.0%,-2%,2.6%,17%,8%,27%,22%,-0.8%,
COc1ccc(CCNC(=O)C2Cc3ccccc3C(=O)O2)cc1 (stereo unspecified),-0.3%,2.7%,1%,-0.2%,-5%,7%,-20%,-22%,0.5%,
CCCCn1cnc(C(=O)OCC)c1N,0.0%,1.5%,14%,-1.1%,-4%,0%,-46%,18%,-0.7%,
CN1CCN(C(=O)CN(c2cc(C(F)(F)F)ccc2Cl)S(C)(=O)=O)CC1,-0.1%,2.9%,15%,3.6%,-4%,14%,11%,-1%,-0.1%,
O=C(CSCc1ccccc1)N/N=C/c1ccccc1OCc1ccccc1,-0.2%,2.1%,12%,2.2%,4%,6%,35%,8%,0.3%,
Cc1ccc2nc(SCC(=O)Nc3cccc(S(=O)(=O)N(C)C)c3)[nH]c2c1,-0.4%,-0.5%,0%,-1.6%,-9%,9%,-24%,-19%,-0.6%,
O=C(Cn1cc(C(F)(F)F)ccc1=O)Nc1ccccc1,-0.1%,-1.7%,4%,-0.7%,-2%,7%,0%,-8%,0.7%,
COc1ccc(CNc2nc3c(c(=O)[nH]c(=O)n3C)n2CCCc2ccccc2)cc1,0.0%,1.3%,5%,1.8%,1%,9%,-33%,-12%,-0.1%,
CCCCN(CC)CCCNC(=S)Nc1ccc2nc3n(c(=O)c2c1)CCCCC3,-0.3%,-0.6%,-7%,-0.2%,5%,1%,-29%,8%,-1.0%,
Cc1ccc(S(=O)(=O)Nc2cc(=O)[nH]c(SCc3ccccc3Cl)n2)cc1,0.1%,3.3%,-7%,1.5%,0%,6%,16%,14%,1.4%,
CN1CCc2cc3c(c4c2C1CC41CCC(=NO)CC1)OCO3 (stereo unspecified),-0.3%,0.1%,-7%,-4.4%,10%,12%,14%,-54%,-0.2%,
COc1cc(CNc2ccc(N3CCN(C(C)=O)CC3)cc2)ccc1OCc1ccccc1,-0.1%,.,27%,-5.2%,-3%,12%,-27%,-20%[20 µM],-1.6%,
O=S1(=O)CC(O)C(N2CCC(c3ccccc3)CC2)C1 (stereo unspecified),-0.2%,-1.6%,13%,-0.7%,-2%,-1%,-23%,-16%,-0.1%,
CC(=O)N(C)c1ccc(NCc2cc(=O)oc3cc(C)c(O)cc23)cc1,0.3%,1.8%,0%,-2.3%,3%,-4%,-2%,7%,-0.1%,
COc1cc(OC)nc(NC(=O)CSc2nc3ccccc3o2)n1,-0.1%,0.7%,1%,1.7%,3%,8%,-21%,17%,0.5%,
Cc1cc(=O)[nH]c(SCCCOc2ccc3c(c2)CCC3)n1,0.3%,0.3%,7%,-1.1%,2%,-11%,17%,-27%,-1.6%,

# The final 5 compounds of the section before are carried over, then new ones follow:
SMILES,GPR55 activation,KOR beta-arrestin-1,GPR35 arrestin U2OS,HIV peptide binding,Dengue-2 NS5 capping,GPR55 antagonists,NOD1 NF-kB reporter,KOR beta-arrestin-2,West Nile virus CPE,others
COc1cc(CNc2ccc(N3CCN(C(C)=O)CC3)cc2)ccc1OCc1ccccc1,-0.1%,.,27%,-5.2%,-3%,12%,-27%,-20%[20 µM],-1.6%,
O=S1(=O)CC(O)C(N2CCC(c3ccccc3)CC2)C1 (stereo unspecified),-0.2%,-1.6%,13%,-0.7%,-2%,-1%,-23%,-16%,-0.1%,
CC(=O)N(C)c1ccc(NCc2cc(=O)oc3cc(C)c(O)cc23)cc1,0.3%,1.8%,0%,-2.3%,3%,-4%,-2%,7%,-0.1%,
COc1cc(OC)nc(NC(=O)CSc2nc3ccccc3o2)n1,-0.1%,0.7%,1%,1.7%,3%,8%,-21%,17%,0.5%,
Cc1cc(=O)[nH]c(SCCCOc2ccc3c(c2)CCC3)n1,0.3%,0.3%,7%,-1.1%,2%,-11%,17%,-27%,-1.6%,
CCOC(=O)C1CCN(S(=O)(=O)c2ccc(NC(C)=O)c(Cl)c2)CC1,0.2%,7.9%,12%,-1.4%,-8%,-2%,-9%,9%,-0.2%,
CSc1ccc(C2C(C#N)=C(N)N(c3ccccc3)C3=C2C(=O)CCC3)cc1 (stereo unspecified),0.3%,0.0%,-3%,13%,16%,39%,-8%,3%,-0.3%,
Nn1c(SCc2cccc(Oc3ccccc3)c2)nnc1C(F)(F)F,-0.2%,-0.5%,13%,-1.7%,-13%,1%,-17%,26%,-1.4%,
Cc1ccc(S(=O)(=O)NCCC(c2ccccc2)c2ccco2)cc1 (stereo unspecified),0.2%,6.7%,3%,3.3%,4%,8%,61%,5%,-2.2%,
Cn1cc([N+](=O)[O-])c(C(=O)N2CCN(Cc3ccc4c(c3)OCO4)CC2)n1,0.0%,-9.0%,14%,-0.9%,-8%,-14%,6%,32%,-0.1%,
CCOC(=O)c1ccc(-c2c(C(=O)OCC)oc3cc(O)c(CC)cc3c2=O)o1,-0.2%,5.0%,1%,-0.7%,-3%,7%,0%,-76%,-0.2%,
O=[N+]([O-])c1cc(Cl)ccc1N1CCN(c2cccc(C(F)(F)F)c2)CC1,1.0%,-2.1%,-3%,-0.6%,-5%,0%,-8%,-9%,-1.3%,
COc1cc(-c2nnc(-c3cccnc3)o2)cc(OC)c1OC,-0.2%,-4.8%,-3%,-1.5%,-4%,-6%,-11%,11%,1.5%,
Cc1onc(-c2c(F)cccc2Cl)c1C(=O)Nc1nc2ccccc2[nH]1,0.0%,-10%,2%,-0.2%,6%,40%,29%,.,0.4%,
COCCN(C(=O)CCC(=O)Nc1nccs1)C(C(=O)NC(C)(C)C)c1ccc(C)cc1 (stereo unspecified),0.2%,2.3%,5%,-0.6%,-10%,2%,-14%,17%,-0.4%,
COc1ccccc1Oc1ccc(S(=O)(=O)Nc2cccnc2)cc1,-0.1%,2.0%,9%,2.4%,-3%,5%,40%,-11%,-0.8%,
Cc1cccc(CSc2nnc(-c3cnccn3)n2C)c1,-0.1%,-1.7%,-1%,-0.5%,0%,0%,-11%,2%,0.7%,
CC(=O)C1=C(O)C(=O)N(Cc2ccccc2)C1c1cccs1 (stereo unspecified),0.1%,12%,9%,0.2%,3%,10%,-2%,7%,-0.3%,
COc1ccc(N2CCN(c3nc(NCCO)nc(N4CCOCC4)n3)CC2)cc1,-0.1%,2.3%,-4%,-0.3%,-5%,24%,-20%,7%,-0.1%,
COc1ccnc(N2CCN(c3cccc(C(F)(F)F)c3)CC2)c1C#N,-0.1%,-0.1%,-5%,34%,-7%,21%,-15%,-3%,-0.9%,
COCCn1nnnc1C(c1cc2cc(C)ccc2[nH]c1=O)N1CCc2ccccc21 (stereo unspecified),-0.1%,6.4%,2%,4.8%,16%,4%,-28%,14%,0.2%,
Cc1oc(-c2ccccc2F)nc1CN1CCC(C(=O)NCc2cccs2)CC1,-0.1%,3.8%,-4%,-3.6%,-5%,1%,-12%,-23%,-0.8%,Dengue-2 NS5 capping pilot replicate=-4.5
CCCCNC(=O)/C(C#N)=C/c1ccc2c(c1)OCCO2,-0.1%,-1.8%,4%,0.7%,-5%,4%,-2%,1%,.,
O=S(=O)(Cc1ccccc1)N1CCC(c2nc(-c3cccs3)no2)CC1,0.4%,1.9%,-3%,2.2%,-8%,17%,-1%,11%,-1.1%,
COc1ccc(CNC(=O)CCNS(=O)(=O)c2cccc3nsnc23)cc1,0.1%,1.1%,-6%,-0.1%,.,8%,-3%,-17%,0.4%,
CCCC(=O)Nc1c(-c2cccc(OC)c2)c(=O)c2ccccc2n1C,-0.1%,-4.8%,-2%,-1.6%,-3%,-7%,-6%,2%,-0.3%,
Cc1c(Cc2ccccc2)c(=O)oc2c(O)c(O)ccc12,-0.1%,-3.7%,-7%,22%,.,4%,-32%,-50%[20 µM],-0.5%,
O=C(C1CC(=O)N(C2CCCC2)C1)N1CCC(Cc2ccccc2)CC1 (stereo unspecified),-2.3%,-1.6%,-7%,1.2%,-3%,5%,28%,27%,-1.7%,
Cc1cc(C)cc(NC(=O)CN2CCN(C(=O)C3CCCO3)CC2)c1 (stereo unspecified),0.0%,-0.4%,7%,0.3%,-12%,3%,-21%,14%,-0.3%,
CCCNC(=O)Nc1nc2ccccc2s1,0.0%,-0.1%,-14%,1.1%,3%,3%,-8%,28%,0.5%,
CC(C)Cn1c(N)c(C(=O)COC(=O)c2cc(C(F)(F)F)nc3c(C(F)(F)F)cccc23)c(=O)n(C)c1=O,-0.2%,-1.5%,-14%,0.8%,.,30%,9%,7%,.,
COc1ccc(CCNC(=O)CS(=O)(=O)c2cn(CC(=O)N3CCOCC3)c3ccccc23)cc1OC,-0.2%,-6.7%,2%,11%,6%,9%,-23%,14%,-0.2%,
CC(C)CC(=O)NC(=S)Nc1ccc(S(=O)(=O)NC(C)(C)C)cc1,-0.3%,23%,-1%,0.2%,-10%,7%,-16%,-32%,-2.3%,
Cc1cccnc1CCNC(=O)CC1C(=O)NCCN1CC1CCCCC1 (stereo unspecified),-0.1%,.,8%,2.5%,7%,12%,-26%,21%[20 µM],-1.0%,

# The list is partial; count on the stated rates, not on these rows.
